NR2E3 ag-1 – human photoreceptor-specific nuclear receptor agonism; Q9Y5X4; CHO-S Gal4-NCOR/VP16-NR2E3 two-hybrid, luciferase; 360,000 compounds, 0.35% hits; AID 602229; inhibition of corepressor binding, % at 3.98 µM;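 active means inhibition above the mean of all tested compounds plus 3 SD, cut at about 70% in these data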;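 further: 0% = DMSO with NR2E3 transfected cells and 100% = cells lacking NR2E3 construct; higher means lower luciferase signal from less NR2E3 corepressor binding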
Target sequence (Q9Y5X4 whole entry, looked up, the tested form may be a part): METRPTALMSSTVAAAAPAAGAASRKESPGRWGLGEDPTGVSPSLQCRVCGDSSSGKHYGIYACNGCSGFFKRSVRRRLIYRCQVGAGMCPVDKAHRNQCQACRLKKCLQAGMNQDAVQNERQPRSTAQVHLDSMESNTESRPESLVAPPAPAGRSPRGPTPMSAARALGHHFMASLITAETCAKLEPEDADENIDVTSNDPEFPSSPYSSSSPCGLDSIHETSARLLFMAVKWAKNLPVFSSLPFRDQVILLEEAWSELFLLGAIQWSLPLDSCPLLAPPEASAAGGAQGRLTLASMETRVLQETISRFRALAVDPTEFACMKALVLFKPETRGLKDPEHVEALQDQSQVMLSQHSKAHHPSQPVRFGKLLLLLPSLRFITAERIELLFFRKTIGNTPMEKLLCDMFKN
TRAIL sens C8 – caspase-8 TRAIL sensitization. NB7+C8 cells + TRAIL, ATPlite viability luminescence. inhibition (viability loss, TRAIL sensitization), % at 10 µM. 360,000 compounds, 1% hits;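 active means compounds causing at least 50% loss of cell viability in the single-dose screen, relative to plate controls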
NR2E3 ag-2 – NR2E3 (human) agonism. Q9Y5X4. GST-NR2E3/biotin-RetCOR TR-FRET, 1536-well. inhibition of corepressor binding, % at 4.78 µM. 320,000 compounds, 0.12% hits. AID 2300;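 active means percent inhibition above the cutoff of mean plus 3 SD of all tested compounds, set per screening campaign, cut at about 20% in these data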;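 further: 0% = DMSO wells and 100% = biotin wells as full block of FRET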
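Assay system: NR2E3–RetCOR corepressor complex. Quantity: 1.35 nM GST-NR2E3. Buffer or medium: pH 7.5 Tris-based buffer. Reagent: biotinylated RetCOR corepressor at 7 nM final. Schedule: 5 h at 4 °C. Detection: TR-FRET, emission read at 617 and 671 nm. Replicates: one well per compound, singlicate testing.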
TWEAK Fn14 block – inhibitors of TWEAK-Fn14 interaction signaling; TWEAK-stimulated Fn14 reporter cells, luciferase luminescence, 8 h; inhibition, % at 10 µM; AID 1159606; 360,000 compounds, 2% hits; in the data active means inhibition above about 50%
MITF TRPM1 inh – reduces MITF-dependent TRPM1 promoter luciferase signal; SK-MEL-5 TRPM1 promoter luciferase, 24 h; inhibition, % at 12.5 µM; 330,000 compounds, 0.83% hits; AID 488899;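 active means mean inhibition across replicates of 60% or more, whatever share of single replicates reaches that level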; further: values of inactives mirror those of a sister screen read the other way
HIF-2a block – HIF-2a inhibition | inhibition, % at 18.8 µM | AID 624352 | 360,000 compounds, 0.72% hits | 786-0 RCC cells HIF-2a reporter, luciferase luminescence, overnight;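 active means inhibition of the luminescence signal of 40% or more relative to plate controls, in a single-dose primary screen at 18.75 µM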
CF NFkB inh – blocks PAF-induced NF-kB reporter in cystic fibrosis cells | KKLEB NF-kB-GFP reporter, GFP fluorescence overnight | 360,000 compounds, 0.86% hits | inhibition, % at 5 µM;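 active means at least 50% inhibition at 5 µM, scaled per plate between neutral and stimulator controls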;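 further: PAF is a Pseudomonas aeruginosa culture filtrate used as stimulus; plate controls were PAF-stimulated DMSO wells for no effect and unstimulated DMSO wells for full effect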
Shn3 3UTR inh – Schnurri-3 reporter inhibition in Clone20 osteoblasts; Clone20 osteoblast Shn3 3'UTR firefly luciferase, 24 h; inhibition, % at 12.5 µM; 360,000 compounds, 0.52% hits;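 active means mean inhibition of at least 75% with every replicate also reaching 75%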;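 further: 0% = median of neutral control wells and 100% = pilot-screen positive control compound; some compounds past the cut are filed as inactive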
Peg3 prom inh – reduces Peg3 promoter-driven luciferase expression in HeLa. HeLa PEG-Prom luciferase reporter, luminescence, overnight. inhibition, % at 20 µM. 360,000 compounds, 1.7% hits. AID 588405;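 active means inhibition of at least 50% at 20 µM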
TROY signal inh – inhibitors of TROY-dependent NF-kB signaling. Q293 LMP1-TROYcd NF-kB luciferase reporter, 4 h. inhibition, % at 10 µM. 360,000 compounds, 0.98% hits;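 active means compounds whose plate-normalised and pattern-corrected inhibition of the luciferase reporter signal at the single screening dose is 50% or more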
KKLEB tox – counter-screen for CF NF-kB inhibitors: cytotoxicity. activity change (cytotoxicity), % at 5 µM. KKLEB CF airway cells viability, ATPlite luminescence, overnight; hits give low values; cells stimulated with P. aeruginosa culture filtrate. 360,000 compounds, 0.36% hits;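 active means corrected activity change at or below -50% at 5 µM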
* hit, by the source's call; · = no result given. These rows are one share of the data (hit frequency here may not be typical).

SMILES	NR2E3 ag-1	TRAIL sens C8	NR2E3 ag-2	TWEAK Fn14 block	MITF TRPM1 inh	HIF-2a block	CF NFkB inh	Shn3 3UTR inh	Peg3 prom inh	TROY signal inh	KKLEB tox
NC(=O)[C@H]1CC2(CC(c3cccc(NC(=O)[C@H]4CCC(=O)N4)c3)=NO2)CN1C(=O)c1ccccc1C(=O)c1ccccc1 (stereo not given in full)	-11	1	3	-12	5	8	-20	-23	2	0	-6
CCOc1ccc(NC(=O)CN2C(=O)/C(=C3\SC(=S)N(C4CCS(=O)(=O)C4)C3=O)c3ccccc32)cc1 (stereo not given)	16	7	·	5	-6	15	-22	5	-5	-4	-2
CC(=O)NCCC(=O)Nc1cc(S(=O)(=O)N2CCOCC2)ccc1N1CCOCC1	2	6	2	15	2	12	14	-3	8	-2	-5
CCN(CC)CCCNC(=O)c1cc2nc(-c3ccccc3)cc(C(F)(F)F)n2n1	1	-13	0	-7	3	13	4	7	-6	6	3
COc1ccc2nc(N3CCCC(O)C3)c(C#N)cc2c1 (stereo not given)	-74	16	-1	-7	-28	-131	-11	-60	-157	5	-8
Cc1cccc(NC(=S)NC2CCN(Cc3ccccc3)CC2)c1C	29	-2	0	25	7	0	25	-4	23	-9	1
CC(=O)C1=C(C)NC(=O)NC1c1cc(Br)ccc1OCC(N)=O (stereo not given)	13	-8	1	6	9	18	0	4	8	2	-14
O=C(COC(=O)Cn1cc(C(F)(F)F)ccc1=O)Nc1ccc(Br)cc1F	21	-8	·	-5	0	-5	6	-14	-5	12	4
Cc1cccc(N2CC(O)(c3cccs3)[N+]3=C2CCCCC3)c1 (stereo not given)	5	5	3	18	1	17	-1	74	8	2	0
Cc1cccc(-c2n[nH]c(=S)n2/N=C/c2ccc(C)s2)c1	6	-5	-1	9	3	13	17	-7	32	7	-7
O=S(=O)(NCc1ccccn1)c1ccccc1	-2	6	-1	1	-1	19	-15	6	-1	-2	13
Cn1c(CNC(=O)c2ccco2)nnc1SCC(=O)N1CCN(c2ccccc2)CC1	-9	3	-2	22	-2	8	-10	-6	0	-5	-2
Cc1nn(-c2ccccc2Cl)c2sc(C(=O)Nc3nnc(C4CC4)s3)cc12	-26	-11	5	-29	-1	20	14	6	18	4	-14
C/C(CC(=O)NC(C)(C)C)=N\NC(N)=S	9	-3	-1	-1	-2	9	-23	5	2	13	-8
C=CCSc1nnc(NC(=O)CSc2nc(CCC)cc(=O)[nH]2)s1	11	10	-1	-14	0	11	-12	11	5	-14	-3
CC(C)(C)CC(=O)Nc1nnc(SCC(=O)Nc2ccccc2F)s1	4	-3	-3	-11	·	11	-11	15	9	8	-2
O=C(c1cnccn1)N1CCCC(N2CCN(c3cccc(Cl)c3)CC2)C1 (stereo not given)	-57	-9	2	-2	-13	-15	-16	5	6	-5	23
COC(=O)C(C)N(C(=O)c1ccc(Cl)cc1)c1c(C)cccc1C (stereo not given)	5	10	-2	2	11	0	-5	25	17	13	13
CC(=O)c1ccc(N2CCN(c3ncccn3)CC2)cc1	-62	-13	3	4	-51	-185	-5	-27	-210	-55	4
CCOC(=O)c1c(NC(=O)C2c3ccccc3Oc3ccccc32)sc(C(=O)N(CC)CC)c1C	-27	-6	-1	13	1	14	16	73	6	10	0
Cc1cc(C)c(S(=O)(=O)n2c([N+](=O)[O-])cnc2C)cc1C	-3	1	0	4	7	6	-13	3	1	19	4
CCOc1ccc(NC(=O)c2ccc(OC)cc2)cc1	-48	17	2	-14	-50	-242	26	-27	-213	-21	-14
CC1=C(C(=O)OC2CCCCC2)C(c2ccccc2)NC(=O)N1 (stereo not given)	-13	-8	5	8	10	21	-3	-4	9	1	1
COC(=O)c1ccc(NC(=O)CCN2CCN(c3ccccc3)CC2)cc1	-17	3	-2	-4	-17	18	13	-4	-5	-5	-3
Nc1nc(SCC(=O)c2ccc(F)cc2)n[nH]1	-13	-3	4	-3	-7	-1	-1	4	-1	-18	-12
O=C(OCC(=O)c1ccc[nH]1)c1cncc(Br)c1	-13	4	4	9	-12	-6	25	-13	-18	-2	6
CCNC(=O)COC(=O)c1csc2c1CCCC2	-31	-1	0	-18	-4	0	2	-11	-18	-11	-2
CCOC(=O)Cc1csc(NC(=O)c2ccc([N+](=O)[O-])cc2[N+](=O)[O-])n1	6	-11	0	1	12	5	-9	-14	5	-1	-1
O=C(Cn1ncc2c([nH]c3ccccc32)c1=O)N1CCCCC1	-13	-17	-1	1	5	-8	-25	-12	5	10	15
COc1cccc(C(=O)NCCNC(=O)c2cnccn2)c1	-9	4	4	26	12	17	-2	4	24	12	-12

Profiles, quoted from the list:
C=CCSc1nnc(NC(=O)CSc2nc(CCC)cc(=O)[nH]2)s1 reads NR2E3 ag-1 = 11; TRAIL sens C8 = 10; NR2E3 ag-2 = -1; TWEAK Fn14 block = -14; MITF TRPM1 inh = 0; HIF-2a block = 11; CF NFkB inh = -12; Shn3 3UTR inh = 11; Peg3 prom inh = 5; TROY signal inh = -14; KKLEB tox = -3
O=C(COC(=O)Cn1cc(C(F)(F)F)ccc1=O)Nc1ccc(Br)cc1F reads NR2E3 ag-1 = 21; TRAIL sens C8 = -8; NR2E3 ag-2 = ·; TWEAK Fn14 block = -5; MITF TRPM1 inh = 0; HIF-2a block = -5; CF NFkB inh = 6; Shn3 3UTR inh = -14; Peg3 prom inh = -5; TROY signal inh = 12; KKLEB tox = 4
CCOC(=O)c1c(NC(=O)C2c3ccccc3Oc3ccccc32)sc(C(=O)N(CC)CC)c1C reads NR2E3 ag-1 = -27; TRAIL sens C8 = -6; NR2E3 ag-2 = -1; TWEAK Fn14 block = 13; MITF TRPM1 inh = 1; HIF-2a block = 14; CF NFkB inh = 16; Shn3 3UTR inh = 73; Peg3 prom inh = 6; TROY signal inh = 10; KKLEB tox = 0

(list continues)
SMILES	NR2E3 ag-1	TRAIL sens C8	NR2E3 ag-2	TWEAK Fn14 block	MITF TRPM1 inh	HIF-2a block	CF NFkB inh	Shn3 3UTR inh	Peg3 prom inh	TROY signal inh	KKLEB tox
C=CCn1c(C)cc(-c2csc(NCC)n2)c1C	0	3	-10	-17	0	2	-3	0	-8	3	-9
COCc1ccc(C(=O)N2CCCC(C(=O)c3ccc(SC)cc3)C2)o1 (stereo not given)	17	10	-3	7	4	-6	11	10	2	-2	7
COC(=O)c1ccc(CSc2nncn2C)cc1	-34	-21	-1	-20	-39	-245	-25	-37	-191	-74	1
CN[C@H]1C[C@H]2c3cc(N4CCN(C)CC4)ccc3CCN2C(=O)[C@H]1[C@H](C)O	9	-2	·	12	·	-2	15	-7	-5	-1	-3
Cc1cc(OCC(=O)N(C)c2c(N)n(Cc3ccccc3)c(=O)[nH]c2=O)c(C(C)C)cc1Cl	8	13	-3	16	13	17	18	4	15	1	9
COc1ccc(N2CCN(CC(=O)NC(C)c3ccccc3)CC2)cc1 (stereo not given)	10	0	1	3	1	12	-9	1	17	-8	0
CCSc1nnc(NC(=O)C2CSC3(C)CCC(=O)N23)s1 (stereo not given)	-16	5	·	-10	2	-2	10	0	-10	-15	-10
CCN(c1ccc(C)cc1)S(=O)(=O)c1nnc(NC(=O)c2ccco2)s1	17	3	0	4	7	3	-18	-16	-5	-3	1
O=C(NCc1ccccn1)c1cccc(NS(=O)(=O)c2ccccc2)c1	-9	3	-1	-3	4	5	-7	-9	7	-4	4
COc1ccc(-c2nc3ccc(C(=O)NCCCN4CCOCC4)cc3nc2-c2ccc(OC)cc2)cc1	-21	1	2	0	-14	14	-14	4	16	-5	-8
COc1cccc(CNc2ccc(C)c(Cl)c2)c1	-17	1	3	-10	-10	-132	2	-10	-80	-32	-15
COc1cccc(/C=N/Nc2nc(N3CCCC3)nc(N3CCCC3)n2)c1O	-5	-3	2	23	-3	-3	-20	-4	23	-8	2
NS(=O)(=O)c1ccc(CNC(=O)C2CCCCC2)cc1	12	-10	6	2	8	11	-23	-8	13	12	9
CNc1nc(Nc2ccc(C)c(Cl)c2)c2cnn(C)c2n1	36	10	-1	39	7	4	17	21	40	14	-2
Cc1ccc(S(=O)(=O)N2CCCNCC2)cc1	-9	16	3	-26	-2	6	2	1	7	14	-1
O=C(CSc1nc(=O)n(CCN2CCOCC2)c2c1CCCC2)Nc1ccc([N+](=O)[O-])cc1	13	-19	-2	-24	0	8	-19	-1	-5	4	3
Nc1c(S(=O)(=O)c2cccs2)c2nc3ccccc3nc2n1Cc1ccc2c(c1)OCO2	-24	7	1	42	7	12	-12	16	38	15	12
CC(=O)Oc1ccc(C(=O)Nc2cccc3c2CCCC3)cc1	26	-20	3	-14	-3	-7	10	9	17	4	2
C/C(=N\NC(N)=S)c1ccc2c(c1)OCCO2	2	9	2	-10	-5	-92	-21	-28	-20	-22	4
CCOc1c(Br)cc(/C=C(\C#N)C(=O)NC2CC2)cc1OC	-22	-4	0	26	-4	21	21	11	5	-17	-1
Cc1c(C(=O)N2CCCCCC2)c(S(=O)(=O)Nc2cccc(F)c2)c(C)n1C	8	-10	6	-2	2	5	-4	5	-5	-10	-6
CCCC1=C(C(=O)OCC)C(c2cccnc2)n2nc(C)nc2N1 (stereo not given)	21	-1	2	18	10	24	-1	-2	11	-4	4
COC(=O)c1ccccc1N(Cc1ccccc1)S(C)(=O)=O	-14	-2	0	-7	5	-4	6	-3	-1	9	1
O=C(CCCN1C(=O)/C(=C\c2cccs2)SC1=S)Nc1ccccn1	-5	10	3	3	9	30	11	0	1	-13	-7
CCOC(=O)COc1c(OC)cc(Cl)cc1C1Nc2ccccc2C(=O)N1c1ccccc1 (stereo not given)	-41	-11	1	-3	10	-14	-18	10	1	-13	-1
O=C(COC(=O)c1ccc(O)cc1O)NC(=O)NCc1ccccc1	-44	0	-3	2	5	18	-4	14	5	-1	19
O=C(NCCN1CCOCC1)c1ccc2c(c1)N(Cc1ccc(Cl)cc1)C(=O)CS2	-13	-6	0	27	-9	-5	2	5	18	11	6
O=C(Nc1ccccc1)c1cn2ccccc2n1	-90	58*	-2	89*	2	-11	-4	-19	-36	45	-8
Cc1ccc(C)c(NC(=S)NC(NC(=O)OCc2ccccc2)C(Cl)(Cl)Cl)c1 (stereo not given)	-8	-4	0	61*	1	24	20	15	-15	49	-1
COCCCNC(=O)c1ccc(CNS(=O)(=O)c2ccc(NC(C)=O)cc2)cc1	-1	-10	0	-19	7	23	8	14	8	-24	-2
COc1cc2c(C(=O)N(C)c3cc(Cl)ccc3OC)cn(C)c(=O)c2cc1OC	-25	-10	-3	-5	-9	6	0	5	10	-11	9
c1ccc(-c2onc3cc4c(cc23)OCCO4)cc1	-99	20	1	-12	-101	-278	12	-39	-280	0	-2
COCCn1c(=O)c2c(nc3n2CCCN3CCc2ccccc2)n(C)c1=O	-11	0	-3	12	11	22	-30	-13	5	-25	10
COCCNC(=O)/C(C#N)=C/c1ccc2c(c1)OCO2	-3	-1	2	-21	-10	-15	9	8	-22	-16	6

Screening results as filed in PubChem BioAssay.
